Compound activity: PubChem BioAssay, National Center for Advancing Translational Sciences (NCATS)
EPAC2 ag: EPAC2 (human) agonism | AID 720711 | actives 0.079% (n = 360,000) | EPAC2 activation, biochemical qHTS; response scale: 100% = 6.5 mM cAMP response | Potency, µM (highest dose often 154 µM), for inactives: at the top dose activation, most hits filed as activators; further: potency means the concentration at half of the fitted maximal effect; nearly all actives have a fitted effect of over 50% in size
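Readout is BODIPY fluorescence (480 nm excitation, 540 nm emission), which falls as labeled GDP is exchanged off Rap1B. EPAC2 at 100 nM acted on 250 nM RAP1B-BODIPY-GDP with 50 uM GDP present.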
Akt phos inh: blocks phosphorylation of Akt; activity change, % for hits at 50 µM; AID 651550; Neuro2A IGF-stimulated pAkt S473 HTRF, 20 min; active compounds read low; actives 0.32% (n = 360,000); in the data active means activity change below about -80%; inconclusive means mostly about -51% to -80%; further: on the % scale 0 is the no-effect control and ±100 the full control effect
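Single-point screen (50 µM final compound) in Neuro2A cells stimulated 20 min with 6 nM IGF at 37 deg C. After lysis, Ser473-phosphorylated Akt read by HTRF (ex 330 nm, em 615/665 nm) as the 665/615 ratio.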
D3 antag: blocks the human D3 dopamine receptor; actives 2.5% (n = 360,000); max response, negative = inhibition, %; D3R cells, DiscoveRx beta-arrestin luminescence, antagonist mode; active compounds read low; P35462; in the data active means max response below about -50%; inconclusive means no clear call, values can overlap the other calls; further: on the % scale 0 is the no-effect control and ±100 the full control effect; mostly tested at two doses, the higher about 12 µM
Target sequence (P35462 whole entry, looked up): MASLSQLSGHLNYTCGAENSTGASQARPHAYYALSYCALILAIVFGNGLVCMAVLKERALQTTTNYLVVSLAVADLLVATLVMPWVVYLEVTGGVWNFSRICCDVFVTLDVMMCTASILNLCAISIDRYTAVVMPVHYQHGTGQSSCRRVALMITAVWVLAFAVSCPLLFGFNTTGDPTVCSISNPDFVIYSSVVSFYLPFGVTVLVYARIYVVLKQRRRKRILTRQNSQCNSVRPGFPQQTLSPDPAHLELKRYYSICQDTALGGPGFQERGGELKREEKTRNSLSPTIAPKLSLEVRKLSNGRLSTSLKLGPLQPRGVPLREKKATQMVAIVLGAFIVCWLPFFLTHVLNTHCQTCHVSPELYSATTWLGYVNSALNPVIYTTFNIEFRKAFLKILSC
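Cells expressing the human receptor were seeded at 1500 cells/well, incubated overnight at 37 degrees C in 5% CO2, then exposed to library compounds with dopamine controls for 90 minutes at 37 degrees C before luminescent detection.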
PTHR1 agonist: PTHR1 (human) receptor agonism; HEK293 GP2 PTHR1 cells, GloSensor cAMP luminescence, 1 h; Potency, µM (top dose mostly 115 µM), inactives show top-dose activation, most hits filed as activators; actives 0.075% (n = 410,000); Q03431; further: potency means the concentration at half of the fitted maximal effect; nearly all actives have a fitted effect of over 55% in size; some results filed as inactive show a strong effect at the top dose; inactives centre near -15; many of its hits are not listed in these tables
Target sequence (Q03431 whole entry, looked up): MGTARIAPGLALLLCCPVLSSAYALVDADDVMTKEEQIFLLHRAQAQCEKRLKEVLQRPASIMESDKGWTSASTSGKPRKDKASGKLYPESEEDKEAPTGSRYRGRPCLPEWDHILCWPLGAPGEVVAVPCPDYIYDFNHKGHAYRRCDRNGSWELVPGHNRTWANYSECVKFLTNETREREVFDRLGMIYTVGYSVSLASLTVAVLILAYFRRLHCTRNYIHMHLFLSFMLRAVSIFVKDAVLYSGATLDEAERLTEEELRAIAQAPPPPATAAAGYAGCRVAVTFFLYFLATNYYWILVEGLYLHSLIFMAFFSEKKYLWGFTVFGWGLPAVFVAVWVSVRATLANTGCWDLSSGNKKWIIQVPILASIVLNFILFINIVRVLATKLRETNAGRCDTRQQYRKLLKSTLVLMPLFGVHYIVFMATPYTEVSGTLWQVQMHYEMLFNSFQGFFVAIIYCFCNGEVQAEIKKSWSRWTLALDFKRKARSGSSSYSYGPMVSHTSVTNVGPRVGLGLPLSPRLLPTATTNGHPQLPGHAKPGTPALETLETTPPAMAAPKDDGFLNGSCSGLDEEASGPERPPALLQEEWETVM
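HEK-293-derived GP2 cells expressing PTHR1 and a GloSensor cAMP reporter, 3,000/well, plated overnight, given luciferin plus IBMX (each 0.5 mM as added) for 1 h at 37 °C, then compound for 1 h at 37 °C. Luminescence was read after 15 min at room temperature.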
CCT modulator: modulators of cytosolic chaperonin (CCT/TRiC) activity. purified chaperonin ATPase assay, HTRF ADP detection, 30 min. activity change, % (test concentration not listed), hits read low. actives 0.3% (n = 360,000). AID 651819; in the data active means activity change below about -30%; further: on the % scale 0 is the no-effect control and ±100 the full control effect
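ATPase activity: ADP formed was measured by HTRF Transcreener (665/615 nm ratio) after 30 min at 37 deg C with 10 uM ATP. Compounds screened at one 76 uM concentration against 40 or 20 nM TRiC in Tris pH 7.4/KCl/MgCl2/DTT buffer.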
EPAC2 antagonist: EPAC2 (human) antagonism; EPAC2 GEF exchange of Rap1B-BODIPY-GDP, fluorescence; Q8WZA2; Potency, µM (titrated, usually from 114 µM), for inactives: top-dose activity, negative = inhibition, usual class: inhibitors; actives 0.18% (n = 360,000); AID 720708; further: potency means the concentration at half of the fitted maximal effect; on the % scale 0 is the no-effect control and ±100 the full control effect; nearly all actives have a fitted effect of over 45% in size; many of its hits are not listed in these tables
MmCpn inh: inhibitors of Methanococcus maripaludis chaperonin (MmCpn); purified Mm-Cpn ATPase, ADP Transcreener TR-FRET; Potency, µM (doses to about 76.9 µM), without a hit: at the highest dose activity, negative = inhibition, actives largely listed as inhibitors; actives 0.031% (n = 330,000); further: potency means the concentration at half of the fitted maximal effect; on the % scale 0 is the no-effect control and ±100 the full control effect; nearly all actives have a fitted effect of over 80% in size
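Measured: ADP formation by purified Mm-CPN. Conditions: 25 nM protein, 10 uM ATP, Tris pH 7.4 with Mg2+, K+ and DTT, 37°C for 30 min. Detection: Transcreener HTRF after 30 min at room temperature.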
D3 ag: D3 dopamine receptor (human) agonism; P35462; D3R DiscoveRx beta-arrestin cells, luminescence, 90 min; max activation, %; actives 0.58% (n = 410,000); in the data active means max activation above about 30%; further: 0% is about no effect; mostly tested at two doses, the higher about 12 µM
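Agonist mode: compounds and dopamine controls were applied to plated cells for 90 min at 37 degrees C after an overnight attachment at 1500 cells/well. Luminescent read-out followed 30 - 60 minutes at room temperature with DiscoveRx detection reagent.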
The depositor's hits bear a star; i = inactive; u = inconclusive; x = no result given; [ ] = dose if it differs, or a comment. Unless noted, the call rests on the fitted dose curve; in most records, active means well fitted curve in the direction sought with a large enough effect; inconclusive means small, poorly fitted or top-dose-only effect, or another doubt; inactive means no such curve, though single readings can be large; an effect the other way counts as inactive or inconclusive. A portion of the library; the hit share may differ from the screen's.

smiles	EPAC2 ag	Akt phos inh	D3 antag	PTHR1 agonist	CCT modulator	EPAC2 antagonist	MmCpn inh	D3 ag
O=C(CN(C(=O)c1ccc(Cl)cc1)N1C(=O)C2C3C=CC(C3)C2C1=O)c1cccs1 (stereo not drawn)	19%	i	1	-3%	-1.1	-10%	-1%	-8
CCN1CCN(CCC(=O)Nc2cc(OC)cc(OC)c2)CC1	5%	i	14	-2%	0.8	-7%	-3%	-1
O=C1CC(NS(=O)(=O)c2ccccc2)CN1c1ccc2c(c1)OCCO2 (stereo not drawn)	2%	i	-1	-1%	-2.2	0%	-1%	-6
CN(C)CCN1C(=O)C2C(C(=O)Nc3cc(Cl)cc(Cl)c3)C3C=CC2(O3)C1C(=O)NC1CCCCC1 (stereo not drawn)	13%	i	-1	-14%	-0.1	11%	0%	17
Cc1ccnc(NC(=O)c2cccc(S(=O)(=O)N3CCCC3)c2)c1	5%	i	-4	-11%	2.0	-6%	0%	4
CCOc1ccc(N(CC(=O)Nc2ccc(C)c(F)c2)C2=NC3CS(=O)(=O)CC3S2)cc1 (stereo not drawn)	-10%	i	-14	i	0.4	-8%	1%	-6
CCOC(=O)C1=C(c2ccccc2)N=C2SCC(=O)N2C1c1ccc(O)c(OC)c1 (stereo not drawn)	19%	i	-14	-11%	-12	-6%	-2%	1
COc1ccc(NC(=O)CSc2nnc3ccc(-c4ccccn4)nn23)c(OC)c1	4%	i	2	-3%	-1.3	-3%	1%	6
Cc1ccc(-c2ccccc2[C@@H]2C[C@H]3CN(C)C(=O)[C@]34CCCN24)o1	5%	i	10	-23%	-1.3	-7%	1%	5
C#CCOCCOCCOCCNc1nc(N2CCN(C(=O)CCCCCCCCCCNC(=O)[C@H](CCCCN)n3cc(C[C@@H](C)CC)nn3)CC2)nc(N2CCN(C(=O)CCCCCCCCCCNC(=O)[C@H](CCCCN)n3cc(C[C@@H](C)CC)nn3)CC2)n1	19%	i	-51*	-33%[inhibitor]	1.1	u	x	-18
COc1ccc(C2NC(=O)c3sc4nc(C)c(C(C)=O)c(-c5ccc(Cl)cc5)c4c3N2)cc1 (stereo not drawn)	u	x	30	i	1.9	8%	0%	4
O=C(CCC(=O)Nc1ccc(Cl)cc1Cl)N/N=C/c1ccc([N+](=O)[O-])o1	1%	i	-20	-8%	-1.7	1%	1%	5
O=C(N/N=C/C=C/c1ccccc1)c1cccnc1	-7%	i	-8	i	1.0	5%	-1%	9
COc1ccc(C(=O)NNC(=O)c2ccc(S(=O)(=O)N3CCOCC3)cc2)cc1	6%	i	29	i	-2.5	4%	1%	8
CCN(CC(=O)Nc1ccc(NC(C)=O)cc1)C(=O)c1cc(C)on1	-3%	i	14	-33%[inhibitor]	-1.0	4%	2%	4
COc1ccc(C(=O)Nc2ccc(/C(C)=N/NC(=O)c3ccccc3O)cc2)cc1OC	20%	i	-10	i	-0.7	3%	2%	-6
Cc1c(C(=O)NCCCN2CCCC2=O)oc2c(Cl)cccc12	1%	i	5	i	-0.7	4%	0%	-5
CCN(CC(=O)Nc1c(F)cccc1F)C(=O)CSCC(=O)Nc1cc(C)on1	9%	i	5	-35%[inhibitor]	0.2	5%	1%	1
CCOc1ccc(-c2cc(C(=O)Nc3cccc(C(F)(F)F)c3)[nH]n2)c(C)c1	4%	i	0	-12%	-0.7	-6%	x	-4
O=C(CNC(=O)C12CC3CC(CC(C3)C1)C2)N/N=C\c1ccccn1	15%	i	-18	i	-3.8	0%	0%	-3
Cc1onc(-c2c(Cl)cccc2Cl)c1NC(=O)NNc1ccccn1	4%	i	16	i	0.8	0%	0%	1
COc1ccccc1CNC(=O)C(=O)NCC1OCCCN1S(=O)(=O)c1ccc(F)cc1C (stereo not drawn)	1%	i	12	-33%[inhibitor]	0.0	2%	1%	-4
O=C(NCc1cccc(F)c1)c1cccc2c1C(=O)c1ccc(N3CCOCC3)cc1S2(=O)=O	89µM*	i	21	i	-1.3	-1%	-5%	56*
CCN(CC)CCOC(=O)/C=C/c1ccccc1	11%	i	-63*	-25%	-1.2	-7%	-1%	-17

Reprinted from the part before: 2 compounds, followed by the next part.
smiles	EPAC2 ag	Akt phos inh	D3 antag	PTHR1 agonist	CCT modulator	EPAC2 antagonist	MmCpn inh	D3 ag
O=C(NCc1cccc(F)c1)c1cccc2c1C(=O)c1ccc(N3CCOCC3)cc1S2(=O)=O	89µM*	i	21	i	-1.3	-1%	-5%	56*
CCN(CC)CCOC(=O)/C=C/c1ccccc1	11%	i	-63*	-25%	-1.2	-7%	-1%	-17
c1ccc2c(c1)OCCc1c-2[nH]c2ccccc12	21%	i	-10	i	-3.4	-15%	1%	1
Cc1noc(C)c1CSCC(=O)N(C)CC(=O)Nc1ccc(Cl)cc1	3%	i	-5	-20%	0.0	4%	2%	3
O=S(=O)(c1cccc(-c2csc(-c3cccnc3)n2)c1)N1CCOCC1	14%	i	-14	-4%	-1.7	-8%	u	0
COc1ccc(NS(=O)(=O)c2ccc(NC(=O)C3CC3)cc2)cc1	1%	i	0	-20%	-3.4	4%	1%	15
COC(=O)c1ccc(NC(=O)CSc2nccn2CCc2ccccc2)cc1	7%	i	28	-8%[57.5 µM]	4.0	-3%	2%	7
CC[C@@H]1CC2=C(C(=O)OC(C)(C)O2)[C@@H](c2ccc(Cl)cc2)O1	15%	i	1	i	-1.8	-11%	x	-2
CC(NS(=O)(=O)/C=C/c1ccccc1)c1ccccc1 (stereo not drawn)	5%	i	12	-11%	0.7	5%	-1%	-4
CN=C1S/C(=C\c2cccn2-c2cccc(Br)c2)C(=O)N1C	7%	i	-24	i	-0.9	3%	x	-8
CC(C)(C)NC(=O)C(Cc1ccccc1)N1C(=O)c2ccccc2C1=O (stereo not drawn)	12%	i	-19	-42%[inhibitor]	1.4	9%	2%	-4
COc1cccc(CCNC(=O)CC2C(=O)NCCN2Cc2ccc(Cl)c(F)c2)c1 (stereo not drawn)	2%	i	-4	-3%	-3.4	-3%	-2%	5
c1csc(-c2nnc(-c3ccc(N4CCOCC4)cc3)o2)c1	1%	i	22	-30%	-0.9	4%	-2%	-2
NC(=O)C1CCN(C(=O)CCNS(=O)(=O)c2ccccc2F)CC1	8%	i	-9	i	-0.9	-6%	1%	3
CCCN(Cc1ccco1)S(=O)(=O)c1ccc(OC)c(OC)c1	8%	i	1	-14%	1.9	-28%	0%	-8
CC(C)C1Cc2[nH]c(=O)c(C(=O)O)cc2CO1 (stereo not drawn)	14%	i	9	i	-1.3	4%	0%[15.4 µM]	-1
CCCCn1c(SCC(=O)c2ccccc2)nc2c1c(=O)[nH]c(=O)n2C	3%	i	13	i	-0.2	-1%	-1%	-1
CC(C)(C)c1ccc(C(=O)NC(=S)Nc2ccc(N3CCOCC3)cc2)cc1	3%	i	6	-20%	1.3	-16%	-20%	-2
CCOCCc1nnc(NC(=O)CCS(=O)(=O)c2ccccc2)s1	4%	i	-9	-4%	0.8	5%	-3%	5
COc1ccc(CCC(=O)Nc2ccc(Br)cn2)cc1	5%	i	u	-32%[inhibitor]	0.2	4%	-4%	-3
CN1CCc2c(OCC(=O)N3CCCc4ccccc43)cccc2C1=O	13%	i	11	-15%	0.5	-6%	-1%	10
CNC(=O)C1CCN(S(=O)(=O)c2c(C)noc2/C=C/c2ccccc2F)CC1	4%	i	-13	-8%	-3.6	0%	-3%	-2
COc1ccc(NC(=O)c2nn(C)c3c2CS(=O)(=O)c2ccccc2-3)cc1	5%	i	-21	-17%	-1.7	5%	-6%	-4
COC(=O)c1ccc(COc2ccc(/C=N/NC(N)=S)cc2)o1	2%	i	-3	-6%	0.7	7%	-1%	-13
CCCCCCn1c(=O)n2n(c1=O)C[C@]1(OC(=O)Nc3c(C)noc3C)CN(S(=O)(=O)c3ccc(C)cc3)C[C@]1(O)C2	17%	i	18	-94%[inhibitor]	-0.5	-5%	x	1
CNC(=S)N1N=C(c2ccc(Br)cc2)CC1c1ccc(OC)cc1 (stereo not drawn)	4%	i	-13	-8%	-7.0	-9%	u	1
Cc1ccccc1OCCCc1c(C)n[nH]c1C	-7%	i	7	-8%	-3.3	-23%	-2%	3
CC(=O)Nc1ccc(S(=O)(=O)N2CCOCC2)cc1	-6%	i	18	i	-2.1	11%	4%	-3
CCOC(=O)c1cc2c(ccn2C)n1CC(=O)N1CCN(c2cccc(C(F)(F)F)c2)CC1	-14%	i	u	-25%	-2.0	u	2%	-2
Cc1cccc(NC(=O)CSc2nnc(C)c(=O)n2N)c1C	1%	i	-1	-15%	-1.2	-1%	0%	1
COc1ccc(C2C(=O)N(C3CCCCCC3)CC(=O)N2Cc2ccccc2)cc1OC (stereo not drawn)	3%	i	5	-11%[57.5 µM]	-2.7	2%	1%	4
CC(=O)Nc1ccc(OCc2nnc(-c3ccc(Cl)cc3)o2)cc1	4%	i	-1	0%	-0.4	-14%	-11%	4
COc1cccc(-n2nnnc2SCC(=O)NCCc2ccc(OC)c(OC)c2)c1	-2%	i	2	i	-0.6	-1%	-2%	6
Cc1ccc2c(c1)/C(=C/c1ccccc1C)C(=O)N2	5%	i	-14	-78%[inhibitor]	-2.8	-23%	0%	4
COc1ccc(Cl)cc1C(=O)O/N=C(\N)c1ccncc1	-5%	i	3	-28%	-0.5	-1%	-8%	9
O=C(COC(=O)Cn1cnc2ccccc2c1=O)NNC(=O)c1ccc(Br)cc1	11%	i	u	i	1.1	-1%	-1%	-2
Cn1cc(CN2CCC(C(=O)NC(c3ccc(-c4ccccc4)cc3)c3cnccn3)CC2)c2ccccc21 (stereo not drawn)	9%	i	u	-9%	1.5	4%	x	-23
COc1ccc2oc(C(=O)OCc3c(C)noc3C)c(C)c2c1	11%	i	18	i	3.8	-14%	-7%	6
COc1ccc(C(=O)Nc2nc3ccccc3[nH]2)cc1	8%	i	4	-32%	-0.7	19%	1%	-10
CCc1nnc(NC(=O)C2CC(=O)N(c3ccc4c(c3)OCCO4)C2)s1 (stereo not drawn)	8%	i	-20	-29%	-3.7	3%	3%	-6
